TNFa cytotox = HUVEC cytotoxicity counter-screen, TNF alpha stimulated | AID 848 | 0.17% of 93,000 active | cell count reduction, % at 2 µM | HUVEC TNFalpha-stimulated, Hoechst cell count, imaging;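 active = cell count reduction exceeding the screen mean by over 5 SD, scaled to untreated wells per plate, cut at about 78% in these data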;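 note: cells counted after 24 h of TNF alpha exposure following the 1 h pretreatment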
Pyk2 oligo antag = blocks oligomerization of human Pyk2 in cells; Q293 cells, Pyk2 FERM NanoBiT luminescence; stronger effect = lower value; z-score (the deposit names both 25 µM and 10 µM); 0.83% of 99,000 active;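 active = Z-score of -3 or lower, scaled per plate to the spread of control and sample wells; inactive = z-score above -3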;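 note: negative z-score means lost luminescence so less FERM oligomerization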
HUVEC prolif 384 = inhibitors of human endothelial cell proliferation | HUVEC proliferation, CellTiter-Glo luminescence, 72 h; stronger effect = lower value | viability, % at 10 µM (by protocol) | 1.1% of 86,000 active | AID 648;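 active = viability at or below 30%; inactive = viability above 30%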;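 note: 100% = median luminescence of DMSO-only cell control wells on each plate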
Lung fibro prol = blocks proliferation of human lung fibroblasts | LL 47 human lung fibroblast viability, ATP luminescence; stronger effect = lower value | viability, % at 10 µM | 1.1% of 85,000 active | AID 719;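 active = viability at or below 50% in the single dose screen; inactive = viability above 50%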;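 note: compound exposure lasted 72 h before the ATP readout; 100% = median luminescence of untreated cell-only wells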
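Material: human LL 47 lung fibroblast cells; quantity: 1,150 cells/well; medium: IMEM plus 15% FBS; doses: 0.1% DMSO in all compound wells; timing: overnight attachment after seeding, then 72 h compound exposure at 37 °C; detection: CellTiter-Glo luminescence; measure: % viability of median cell-only signal; controls: cell-only wells, no compound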
IL1B cytotox = toxic to HUVEC cells under IL-1B stimulation; cell count reduction, % at 2 µM; 0.41% of 94,000 active; HUVEC cell count loss, Hoechst imaging, IL-1B stimulated;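 active = cell count reduction more than 3 SD above the screen-wide mean, cut at about 70% in these data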;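 note: normalized per plate to untreated control cells as the no-loss baseline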
F-actin modifier = alters cytoskeleton assembly in HUVEC cells; 0.18% of 91,000 active; HUVEC TNFa F-actin phalloidin imaging, high content; inhibition, % at 2 µM;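 active = inhibition above the batch mean plus 3 SD and confirmed as a hit by visual image inspection, cut at about 30% in these data, passing the limit was not always enough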; note: strong numbers were not always called active
Smad3 FoxH1 inh = inhibitors of human Smad3 transcription factor binding | inhibition, % at 25 µM | TR-FRET Smad3/Dy647-FoxH1 peptide binding, europium anti-His | 0.29% of 88,000 active | P84022;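 active = compounds that reduce the energy-transfer binding signal between the protein and its labelled peptide by more than half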;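 note: 0% = Smad3 plus labelled peptide maximal FRET and 100% = peptide-only background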
Target sequence (P84022 whole entry, looked up): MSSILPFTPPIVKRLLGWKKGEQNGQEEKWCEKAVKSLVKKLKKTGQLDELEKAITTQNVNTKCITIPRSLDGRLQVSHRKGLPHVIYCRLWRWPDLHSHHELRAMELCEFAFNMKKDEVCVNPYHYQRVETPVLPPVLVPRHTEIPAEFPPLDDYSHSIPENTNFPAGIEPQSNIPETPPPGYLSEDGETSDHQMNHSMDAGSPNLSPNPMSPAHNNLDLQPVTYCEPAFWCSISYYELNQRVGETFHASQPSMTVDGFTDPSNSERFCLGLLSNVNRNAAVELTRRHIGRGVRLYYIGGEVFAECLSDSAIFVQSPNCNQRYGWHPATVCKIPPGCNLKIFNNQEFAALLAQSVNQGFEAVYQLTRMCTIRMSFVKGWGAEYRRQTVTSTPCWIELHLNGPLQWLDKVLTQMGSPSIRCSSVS
H69AR growth 86K = growth inhibitors of human H69AR lung tumor cells; viability, % at 10 µM; 6% of 85,000 active; H69AR lung tumor viability, ATP luminescence, 72 h; stronger effect = lower value;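 active = viability at or below 40%; inactive = viability above 40%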;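 note: multidrug resistant small cell line overexpressing MRP-1 efflux transporter; 100% = mean luminescence of untreated control wells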
VCAM1 TNFa inh = reduces TNF alpha induced VCAM1 expression in HUVEC; HUVEC TNFa-induced VCAM-1 immunofluorescence, high-content imaging; 0.48% of 95,000 active; AID 802; inhibition, % at 2 µM;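 active = inhibition above the batch mean plus 3 SD, with images confirmed as a hit by eye, cut at about 37% in these data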;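 note: 0% = TNF-stimulated DMSO wells and 100% = unstimulated control wells; not every result past the cut was called active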
* = called active by the depositor; / = no result given; [ ] = another dose, or the depositor's remark.

The line under a structure holds: TNFa cytotox, Pyk2 oligo antag, HUVEC prolif 384, Lung fibro prol, IL1B cytotox, F-actin modifier, Smad3 FoxH1 inh, H69AR growth 86K, VCAM1 TNFa inh
- CCCCn1c(SCC(=O)NCc2ccco2)nc2c1c(=O)n(C)c(=O)n2C
    /, 1.3, 84, 93, -20, -4, -9, 101, -24
- CCOC(=O)c1cn2c3c(c(F)c(F)cc3c1=O)SC(N1CCOCC1)=N2
    -9, /, 95, 95, -9, -10, 6, 67, -8
- CN1C(=O)/C(=C/c2ccccc2OCc2ccccc2F)NC1=S
    -7, 1.5, /, /, 7, -7, /, /, 4
- CC(C)N1C(=O)CN(C2CCCCCC2)C(=O)C1c1ccccc1F (stereo not drawn)
    -11, 0.17, 100, 105, 14, 27, -2, 94, -6
- O=c1c2ccccc2ncn1C1CCCCC1
    3, 0, 96, 100, -9, 7, -6, 98, 4
- CC1(C)Cc2c(sc(NC(=O)c3ccco3)c2C#N)C(C)(C)N1
    /, /, 95, 104, /, /, 6, 83, /
- CCOc1ccc(CCNC(=O)c2oc3c(c2C)-c2[nH]ncc2CC3)cc1OCC
    /, /, 97, 103, /, /, 12, 93, /
- CC1=C(C#N)C(c2cn(-c3ccccc3)nc2-c2cccs2)C(C#N)=C(C)N1
    -19, -2.4, 80, 99, 14, 12, 2, 91, -4
- CCOC(=O)C1CCN(Cc2c(F)cccc2Cl)CC1
    8, 0.86, /, /, 4, 10, /, /, -6
- COCCCNC(=O)CCc1ccc(S(=O)(=O)Nc2ccc(C)cc2)cc1
    2, 3.8, 100, 100, -10, -20, 1, 97, -2
- CCOC(=O)C1=C(N2CCCCC2)c2cc3c(n2C1=O)CCCC3
    -8, -0.33, 74, 98, -27, 3, 7, 75, 0
- COc1cc(C(=O)NCc2nnc(SCC(=O)N3CCCCC3)o2)cc(OC)c1OC
    -1, 0.4, 94, 96, 2, 3, -6, 91, 0
- O=C(NCc1cccnc1)c1cccnc1Sc1ccc(Cl)cc1
    -21, 0.63, /, /, -23, -36, /, /, 7
- Cc1ccccc1Cn1ccc(-c2ccc(Cl)cc2)c(C#N)c1=O
    3, -0.09, /, /, -25, -21, /, /, -15
- CCOc1ccc2[nH]c(=O)c(CN(Cc3ccc(C)cc3)C(=O)N3CCCC3)cc2c1
    4, -0.37, 90, 89, 9, -13, -25, 33*, -10
- COc1cccc(-n2c(SCc3c(C)noc3C)nnc2-c2cccc(S(=O)(=O)N(C)C)c2)c1
    -24, -0.18, 98, 95, -18, -32, 8, 80, -8
- C#CCOc1ccc(Cl)cc1/C=N/O
    -4, -0.89, 103, 95, 12, 10, 3, 88, 0
- O=C(NCCN1C(=O)C2C3C=CC(C3)C2C1=O)Nc1cccnc1 (stereo not drawn)
    -26, /, 87, 91, 12, 11, 2, 95, 26
- COc1ccc(-n2c(Cc3cccn3C)nnc2SCC(=O)Nc2cccc(Cl)c2)cc1
    16, /, 82, 88, -2, -2, -11, 82, -6
- O=C(COc1cccc2cccnc12)N/N=C1\SCC(=O)N1Cc1ccccc1
    3, 0.12, /, /, -3, 14, /, /, -21
- Cc1ccc(-n2c(Cc3cccn3C)nnc2SCC(=O)Nc2cc(C)on2)cc1
    0, -0.59, 97, 102, /, 7, -1, 92, 16
- CS(=O)(=O)c1ccc(C(=O)NC2CCOC2=O)cc1 (stereo not drawn)
    5, 0.9, 99, 98, -26, 4, -16, 108, -15
- C/C(N)=C(/C#N)C(=O)CSc1nnc(Nc2cccc(C)c2)s1
    -10, -1.8, 44, 102, 26, -3, 1, 88, -2
- COc1ccc(C(C)=O)cc1COC(=O)c1c(C)noc1C
    -12, 1.4, 68, 83, 0, -4, 12, 43, -7
- O=C(NCC1CCCCC1)C12CN(Cc3ccccc3)CC1C(c1cccc([N+](=O)[O-])c1)=NO2 (stereo not drawn)
    -2, /, /, /, -18, -19, /, /, -12
- CC(=N\Nc1ccccc1)/C(=N/O)C(=O)Nc1ccccc1
    -19, 0.43, /, /, -19, -18, /, /, -8
- CC1(C)CC(=O)c2cc(OCC(=O)N3CCCCCC3)ccc2O1
    -14, -0.24, 112, 108, 2, 11, -26, 104, -2
- COc1ccccc1N(CC(=O)Nc1cc(C)on1)S(=O)(=O)c1cccs1
    /, /, 97, 103, /, /, -2, 82, /
- CCCOc1ccc2c(=O)c(-c3cc(C(=O)OC)oc3C)c(C)oc2c1
    -10, 0.8, /, /, -23, 30, /, /, 2
- O=C(Nc1cccnc1)C1(c2ccc(Cl)cc2)CCCC1
    2, -0.49, 106, 103, -23, -3, -7, 98, -17
- O=C(c1n[nH]c(=O)c2ccccc12)N1CCOCC1
    -22, -0.94, 105, 99, 3, 13, 12, 103, 0
- COc1ccc(NC(=O)Cc2c(O)c3ccccc3[nH]c2=O)cc1
    -7, 0.9, /, /, 17, 16, /, /, -2
- Cc1ccc(CNC(=O)CCS(=O)(=O)c2ccc(Br)s2)cc1
    -15, 0.64, 92, 96, -1, /, 1, 106, -4
- N#Cc1cc2c(nc1SCC(N)=O)CCCCC2
    -49, 1.2, 92, 109, 3, /, 10, 90, 4
- Cc1ccccc1-n1nnc2c(=O)oc3ccccc3c21
    -21, 0.18, 99, 90, 3, 12, 6, 94, 13
- O=C(c1cc(-c2ccco2)nn1-c1cccc(Cl)c1)N1CCCCC1
    -4, -0.29, 99, 96, 6, -10, -6, 88, 6
- CNC(=O)c1ccc(Oc2ccc(C(=O)NC)cc2)cc1
    -5, -0.16, 92, 105, -17, -15, 4, 111, 14
- O=C(O)CSc1cc(C(F)(F)F)nc(-c2ccccn2)n1
    -4, 0.54, /, /, -2, 13, /, /, -16
- CC(C)CC(=O)N/C(N)=N/c1nc2ccccc2s1
    -35, -0.13, 90, 101, 0, /, -10, 74, 15
- c1ccc(-c2n[nH]c(-c3ccccn3)n2)nc1
    31, -0.27, 97, 98, 13, 4, -4, 86, 12
- CCCOC(=O)c1cc2ccccc2oc1=O
    10, -0.12, 113, 114, -10, -11, 0, 96, 25
- Cc1cc2c(C)nc3ccccc3c2o1
    -24, 0.87, 89, 94, -20, -4, 14, 98, -36
- COc1ccc(C(C)=O)cc1CSc1nnc(-c2ccccc2O)n1-c1ccccc1
    /, -1.5, /, /, -14, 12, /, /, -25
- O=C(NCc1ccco1)C1CCCN1C(=O)NCc1ccccc1 (stereo not drawn)
    -7, 1.1, 95, 98, -34, -11, 2, 93, -1
- COc1ccccc1C1CC(c2ccccc2)Nc2ncnn21 (stereo not drawn)
    -22, 0.13, 80, 88, -53, 2, 3, 44, 2
- C=CCOc1cccc(C2C(C(=O)c3ccc(C)o3)=C(O)C(=O)N2Cc2ccncc2)c1 (stereo not drawn)
    -37, -0.03, 95, 91, -38, -3, 6[fluorescence artefact?], 102, 0
- Cc1cccc(C)c1OCc1nnc(SCC(=O)Nc2nccs2)o1
    47, /, 103, 88, 3, 2, 11[fluorescence artefact?], 102, 5
- CCn1c(SCC(=O)Nc2ccc(N(C)C)cc2)nnc1-c1cccc(C)c1
    5, -0.36, /, /, -11, -11, /, /, -4
- CNC(=S)NNC(=O)c1sccc1OCc1cccc(C(F)(F)F)c1
    -14, -0.21, /, /, -25, 36, /, /, 10
- CCOC(=O)/C(=C/Nc1ccccc1)[N+](=O)[O-]
    -3, -0.23, 95, 96, -5, -7, 13, 82, 5
- CC(C)(C)OC(=O)NCCc1nnc(SCC(=O)Nc2cccc(Cl)c2)o1
    -13, 2.2, 97, 101, 23, -3, 4, 92, 15
- CC1(O)c2ccccc2C(=O)N1CCc1ccccc1F (stereo not drawn)
    -24, 0.08, 88, 97, -25, 14, -3, 78, 22
- CN(C)S(=O)(=O)c1ccc(N2CCCC2)c(C(=O)Nc2ccccc2N2CCOCC2)c1
    /, -0.1, 100, 91, /, /, 2, 100, /
- CCN(CCCNC(=O)CCCN1C(=O)COc2ccc(C)cc21)c1cccc(C)c1
    -29, 0.37, 87, 99, 5, 3, -4, 86, 6
- Cn1c(C(=O)N2CCCC(C(=O)NCc3cccs3)C2)cc2sccc21 (stereo not drawn)
    -15, 0.31, 89, 93, 9, /, -9, 88, 6
- Cc1nn(Cc2ccccc2Cl)c2sc(C(=O)OC3CCCC3=O)cc12 (stereo not drawn)
    -12, -1.4, 103, 87, -10, 19, 5, 77, -17
- CCOc1ccc(-n2c(N)c(C(=O)NCc3ccco3)c3nc4ccccc4nc32)cc1
    -50, -0.59, 86, 104, 3, 0, 10, 11*, -12
- CN(C)CC(=O)Nc1nc(-c2ccccc2)cs1
    -28, 0.01, 93, 109, /, 12, 3, 102, -14
- CCOC(=O)C1CCc2sc(N)c(C#N)c21 (stereo not drawn)
    -24, 0.38, 96, 105, 3, 13, 2[fluorescence artefact?], 98, 14

Of the compounds above, eight contain an aryl methoxy group:
The line under a structure holds: TNFa cytotox, Pyk2 oligo antag, HUVEC prolif 384, Lung fibro prol, IL1B cytotox, F-actin modifier, Smad3 FoxH1 inh, H69AR growth 86K, VCAM1 TNFa inh
- COc1cc(C(=O)NCc2nnc(SCC(=O)N3CCCCC3)o2)cc(OC)c1OC
    -1, 0.4, 94, 96, 2, 3, -6, 91, 0
- COc1cccc(-n2c(SCc3c(C)noc3C)nnc2-c2cccc(S(=O)(=O)N(C)C)c2)c1
    -24, -0.18, 98, 95, -18, -32, 8, 80, -8
- COc1ccc(-n2c(Cc3cccn3C)nnc2SCC(=O)Nc2cccc(Cl)c2)cc1
    16, /, 82, 88, -2, -2, -11, 82, -6
- COc1ccc(C(C)=O)cc1COC(=O)c1c(C)noc1C
    -12, 1.4, 68, 83, 0, -4, 12, 43, -7
- COc1ccccc1N(CC(=O)Nc1cc(C)on1)S(=O)(=O)c1cccs1
    /, /, 97, 103, /, /, -2, 82, /
- COc1ccc(NC(=O)Cc2c(O)c3ccccc3[nH]c2=O)cc1
    -7, 0.9, /, /, 17, 16, /, /, -2
- COc1ccc(C(C)=O)cc1CSc1nnc(-c2ccccc2O)n1-c1ccccc1
    /, -1.5, /, /, -14, 12, /, /, -25
- COc1ccccc1C1CC(c2ccccc2)Nc2ncnn21 (stereo not drawn)
    -22, 0.13, 80, 88, -53, 2, 3, 44, 2

Screens (PubChem)

Only part of the results is shown; rates above refer to the full screens.
